RAD54 branch = RAD54 (human) branch migration inhibition; Q92698; RAD54 Holliday junction branch migration, FAM/BHQ fluorescence; inhibition, % at 10.4 µM; hit rate 0.14% among 360,000; AID 602329;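 active means mean normalized replicate activity at least 40 and at least half of replicates scoring 40 or more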;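 further: 0% = median of neutral control wells and 100% = median of positive control wells; inhibitors cause a drop in the FAM fluorescence signal; in these data hits start at about 50%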
Target sequence (Q92698 whole entry, looked up): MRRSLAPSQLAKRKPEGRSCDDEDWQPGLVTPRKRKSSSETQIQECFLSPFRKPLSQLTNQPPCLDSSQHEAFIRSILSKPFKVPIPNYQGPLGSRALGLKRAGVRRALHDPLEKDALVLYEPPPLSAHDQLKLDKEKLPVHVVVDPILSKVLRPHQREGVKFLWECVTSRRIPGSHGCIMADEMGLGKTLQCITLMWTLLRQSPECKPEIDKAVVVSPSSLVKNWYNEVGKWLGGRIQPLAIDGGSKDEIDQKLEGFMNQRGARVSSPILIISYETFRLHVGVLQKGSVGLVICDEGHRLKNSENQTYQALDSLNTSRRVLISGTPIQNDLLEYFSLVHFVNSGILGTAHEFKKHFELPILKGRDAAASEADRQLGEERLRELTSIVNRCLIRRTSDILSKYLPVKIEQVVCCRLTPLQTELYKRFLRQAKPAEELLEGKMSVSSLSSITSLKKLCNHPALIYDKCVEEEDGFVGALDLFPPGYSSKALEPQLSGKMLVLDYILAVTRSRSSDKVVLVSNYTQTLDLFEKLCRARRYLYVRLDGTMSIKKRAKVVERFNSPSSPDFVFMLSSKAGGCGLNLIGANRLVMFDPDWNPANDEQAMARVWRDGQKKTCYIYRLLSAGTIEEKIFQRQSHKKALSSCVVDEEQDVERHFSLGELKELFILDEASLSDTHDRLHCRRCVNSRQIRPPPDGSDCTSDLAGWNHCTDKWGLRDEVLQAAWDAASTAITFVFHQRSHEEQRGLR
S100A4 MyoIIA = blocks human S100A4 binding to myosin IIA peptide. S100A4/TAMRA-MyoIIA peptide fluorescence polarization. P26447. hit rate 0.14% among 360,000. inhibition, % at 10.7 µM. AID 652163;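 active means mean inhibition of at least 70% across replicates, with every replicate also reaching that level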
Target sequence (P26447 whole entry, looked up): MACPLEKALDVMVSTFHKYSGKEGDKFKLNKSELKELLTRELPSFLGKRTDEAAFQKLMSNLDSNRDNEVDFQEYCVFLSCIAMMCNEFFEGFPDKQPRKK
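Material: S100A4 monomer (human). Medium: Calcium-containing HEPES buffer, pH 7.2. Probe or stimulus: labelled myosin peptide probe, 5 nM. Compound dosing: one concentration per compound. Timing: polarization read 5 min after assay mix addition, stable 5–60 min. Benchmarks: DMSO as neutral control, TFP as positive control.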
esBAF inh = SWI/SNF esBAF complex inhibition; mouse ES cells, Bmi1-luciferase knock-in reporter, 24 h; 100% = twice the neutral-well signal; reporter increase, % at 12.5 µM; hit rate 2% among 350,000; AID 602393; in the data active means activation above about 40%;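 further: 0% = median of the plate's neutral control wells and 100% = double that signal; a rise in the Bmi1 reporter signal indicates esBAF inhibition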
ERAP1 HTS inh = ERAP1 (human) enzyme inhibition; inhibition, % at 10.7 µM; Q9NZ08; recombinant ERAP1, Leu-AMC fluorescence, 60 min; hit rate 0.15% among 340,000; AID 652197;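 active means mean replicate inhibition of at least 30%, or all replicates individually reaching that 30% level; inactive means mean below 30% and not every replicate reaching it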;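 further: 0% = neutral control wells and 100% = L-leucinethiol positive control wells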
E-selectin induc = E-selectin induction on HUVECs | P16581 | HUVEC E-selectin immunofluorescence imaging; normalized: neutral wells 0, TNF-alpha wells 100 | activation, % at 7.58 µM | hit rate 0.37% among 260,000 | AID 686992;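 active means mean E-selectin-positive cell signal at least 10% of the positive control, reached in at least 60% of replicates, without over 20% cell loss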;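 further: in these data hits start at about 27%; measured in HUVEC primary endothelial cells; signal is the percent of cells scored E-selectin positive by PE staining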
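Assay system: HUVEC primary endothelial cells. Input: 3,000 HUVEC seeded per well. Doses: one compound dose added by pin transfer. Read-out basis: % PE-positive cells. Benchmarks: TNF-alpha high, DMSO low. Detection: immunofluorescence imaging. Buffer or medium: EGM-2, gelatin.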
ERp5 inh = ERp5 (human) disulfide isomerase inhibition | AID 651711 | inhibition, % at 9.99 µM | hit rate 0.05% among 350,000 | ERp5 insulin aggregation, absorbance 650 nm, 90 min;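 active means mean replicate inhibition above about 25%, with every replicate also reaching it, limit read from the data, passing the limit was not always enough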
RAD52 anneal inh = inhibitors of human RAD52 DNA annealing. P43351. recombinant RAD52 DNA annealing, FRET fluorescence. inhibition, % at 18.7 µM. hit rate 0.46% among 360,000;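 active means every replicate showing at least 50% inhibition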
Xi reactivation = reactivates the inactive X chromosome in mouse fibroblasts. XiGFP mouse fibroblasts, % GFP-positive cells imaging, 3 d; cells co-treated with 5-aza-dC sensitizer; scaled so ellipticine positive control = 100%. activation, % at 7.58 µM. hit rate 0.055% among 360,000. AID 743238;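 active means mean normalized replicate activation at least 10% and every replicate at or above 10%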;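 further: 0% = median of on-plate neutral control wells and 100% = ellipticine 6 µM median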
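Assay system – SV40-immortalized XiGFP fibroblast cells, line 68-5-11 · Buffer or medium – DMEM supplemented with 5-aza-dC as sensitizing agent · Dosing – one concentration, pinned · Benchmarks – positive control ellipticine, 6 µM final · Times – 3 days compound exposure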
* hit, by the source's call; . = no result given.

structure,RAD54 branch,S100A4 MyoIIA,esBAF inh,ERAP1 HTS inh,E-selectin induc,ERp5 inh,RAD52 anneal inh,Xi reactivation
COc1ccc(C2CC(c3ccccc3)Nc3ncnn32)cc1 (configuration not stated),1.5,-1.9,-6.4,.,0.0,2.3,-11.6,0.4
COc1cc(CNCc2ccc(OC)cc2OC)cc(OC)c1,-10.7,-5.7,-4.7,0.0,.,3.3,-9.5,0.1
Cc1ccc(C(=O)N/C(=C\c2ccccc2)C(=O)NCCN2CCOCC2)cc1,.,-5.8,-1.6,2.8,.,-4.2,-18.5,0.4
C=COC(=O)c1sc2nc(C)cc(C)c2c1N,.,-2.9,24.0,-0.8,.,.,-20.9,0.1
COc1ccc(-c2cnc3c(c2)C(=O)N([C@@H](C)CO)C[C@@H](C)[C@@H](CN(C)C(=O)Cc2ccccn2)O3)cc1,-6.9,-0.7,-0.5,0.0,-0.1,0.9,5.5,-1.6
CC(=O)c1cc2c(cc1NC(=O)CSc1nnc(C3CC3)n1C)OCO2,-4.3,-3.7,-1.7,0.1,0.6,-0.6,-3.8,-0.2
COc1ccc(NC(=O)N(C)C[C@@H]2Oc3c(NS(=O)(=O)c4ccc(C)cc4)cccc3C(=O)N([C@H](C)CO)C[C@@H]2C)cc1,-2.8,-0.5,0.8,-0.3,0.2,2.2,.,-0.5
O=C(CSc1ccc(Cl)cc1)Nc1ncccn1,4.2,-2.8,.,1.4,4.8,-1.2,-6.0,0.0
NC(=O)c1ccc(NCCc2ccccc2)c([N+](=O)[O-])c1,-9.6,-5.4,6.4,-0.2,.,0.9,-25.7,0.4
Cc1ccc(S(=O)(=O)N2C(=O)CCC2C(=O)O/N=C(\N)c2ccccc2)cc1 (configuration not stated),-12.8,-1.9,2.3,-2.6,0.2,-13.9,-9.2,0.5
O=C(C[C@@H]1CC[C@H]2[C@@H](COC[C@@H](O)CN2C(=O)c2ccccc2F)O1)NCc1ccc(F)cc1,2.1,9.0,0.7,-0.7,3.0,8.2,-10.7,0.1
C/C(=N\NC1=N[C@H]2CS(=O)(=O)C[C@H]2S1)c1ccccc1,3.6,-7.2,.,0.1,-2.3,-1.4,-1.2,0.0
Cc1cc(C)c(C)c(S(=O)(=O)NCC(=O)Nc2ccccc2F)c1C,-7.2,-2.3,-2.9,-2.0,1.3,4.7,-14.5,0.0
CCN1CCN(C(=O)Nc2cc(Cl)ccc2OC)CC1,.,-0.5,.,-4.2,.,1.1,-6.4,0.3
COc1cc(C(=O)N2CCCCC2c2cc(C(=O)Nc3ccccc3Cl)no2)cc(OC)c1C (configuration not stated),-2.4,3.9,-6.3,3.0,-0.1,0.3,-2.8,0.1
CSc1sc(-c2nnc(SCC(=O)Nc3ccc(Cl)cc3)n2C)c2c1C=CCC2,9.6,2.3,.,-0.1,6.0,-0.9,-19.0,0.0
CCCn1nnnc1SCC(=O)Nc1ccc(F)cc1,-1.1,-2.4,-7.0,1.3,.,-5.2,-17.1,.
C[C@@H]1CN([C@@H](C)CO)C(=O)c2cc(NS(=O)(=O)c3cccs3)ccc2O[C@@H](C)CCCCO[C@@H]1CN(C)C(=O)c1ccccc1,-4.0,9.7,-5.2,1.0,.,-2.1,-12.3,0.1
C[C@@H]1CCCCO[C@@H](CN(C)C)[C@@H](C)CN([C@H](C)CO)C(=O)c2cc(NC(=O)CCCCCC(=O)Nc3ccccc3N)ccc2O1,.,0.2,.,1.7,0.0,.,9.7,-0.8
O=C1C2C3C=CC(C4CC34)C2C(=O)N1c1cccc2ccccc12 (configuration not stated),-10.1,2.1,5.9,8.5,0.3,4.2,-10.1,0.1
O=C(Nc1ccc2c(c1)OCO2)c1cc(C2CCCCN2C(=O)CCCc2ccccc2)on1 (configuration not stated),-3.8,-13.6,-9.0,-1.0,0.1,-4.7,-13.3,0.3
CCc1ccc([C@@H]2C[C@H]3[C@@H](CN2S(=O)(=O)c2ccc(C)cc2)C(=O)C[C@@H](c2ccc(Cl)cc2)N3S(=O)(=O)c2ccc(C)cc2)cc1,9.4,-0.3,-2.2,-0.1,0.0,5.4,3.5,-0.1
Cc1ccc(C(=O)Nc2nc3ccc(S(C)(=O)=O)cc3s2)cc1C,-12.0,-5.1,23.9,-3.0,0.1,5.9,-13.1,0.0
COc1ccc(CN2C(=O)c3ccccc3C2c2nnnn2-c2ccc3c(c2)OCCO3)cc1OC (configuration not stated),.,1.3,.,.,2.6,7.7,-7.6,0.3
CCCCOc1ccc(C(O)C(CN2CCOCC2)c2ccccc2)cc1 (configuration not stated),.,-3.8,.,-7.2,.,-3.0,-2.7,-0.1
C[C@H](NC(=O)N(C)C[C@H]1OCc2ccccc2-c2ccccc2C(=O)N([C@@H](C)CO)C[C@H]1C)c1ccccc1,7.0,9.8,1.7,-5.0,0.7,-1.0,2.7,-0.5
COc1ccc(C(=O)Nc2ccc(Br)cn2)cc1S(=O)(=O)N1CCOCC1,4.0,-9.6,6.4,2.8,.,20.5,-9.2,0.1
CN(C)c1ccc(NC(=O)C(=O)NCCOc2ccccc2)cc1,.,-1.0,.,1.9,4.1,3.8,-8.5,0.1
Cc1ccccc1-c1cnc2c(c1)C(=O)N([C@H](C)CO)C[C@H](C)[C@H](CN(C)C(=O)c1ccc(F)cc1)O2,-3.8,0.8,-3.0,0.1,0.4,7.8,2.1,-1.1
Cc1ccccc1NC(=S)NCC1CCN(C(C)c2ccccc2)C1 (configuration not stated),.,-10.1,5.1,.,4.4,4.7,-12.2,0.0
O=C(NNC(=O)C1CCN(S(=O)(=O)c2ccc(Cl)cc2)CC1)c1ccncc1,.,0.3,.,-0.3,.,-1.2,-4.1,0.0
CCn1c(COc2ccc(Cl)cc2)nnc1SC1CCc2ccccc2C1=O (configuration not stated),6.1,3.0,.,3.8,6.8,7.0,-17.5,1.1
CC(C)CCn1c(CN2CC(C)OC(C)C2)nc2c1c(=O)n(C)c(=O)n2C (configuration not stated),-6.7,-9.8,-5.4,0.1,.,0.0,-0.9,-0.2
Nc1ccccc1C(=O)NC12CC3CC(CC(C3)C1)C2,5.5,-2.4,9.8,-0.3,0.1,-1.6,-4.8,0.3
O=C(NC1CC(=O)N(c2cccc(F)c2)C1)C(=O)c1c[nH]c2ccccc12 (configuration not stated),10.3,1.0,.,0.6,.,1.9,-7.9,0.3
O=C(NC1CCN(Cc2ccccc2)CC1)c1ccc2c(c1)OCCCO2,.,-9.4,.,12.0,6.8,-4.7,-8.6,0.2
O=C(CSc1ncnc2ccccc12)Nc1ccc2c(c1)OCCO2,.,-0.4,.,-1.2,-1.5,0.8,-6.1,0.4
CCN(CC(=O)Nc1ccc2c(c1)OCCO2)C(=O)/C=C/c1ccc(OC)c(OC)c1,.,1.2,-4.8,-4.1,-0.3,6.8,-3.4,0.0
Cc1noc(C)c1COc1ccccc1C(=O)N1CCN(S(=O)(=O)c2cccc(Cl)c2)CC1,1.4,-8.0,1.9,1.3,1.6,7.4,-9.8,0.1
O=C1c2ccccc2C(c2nnnn2-c2ccc3c(c2)OCCO3)N1Cc1cccnc1 (configuration not stated),.,4.3,.,.,-0.4,-0.5,-20.2,0.0
COc1cc(OC)c(S(=O)(=O)NC(C)C)cc1S(=O)(=O)NC(C)C,.,-2.5,-7.3,-1.1,.,-1.6,5.0,0.0
COC(=O)C[C@@H]1CC[C@H]2[C@H](COc3ccc(NC(=O)Nc4cc(C)cc(C)c4)cc3C(=O)N2C)O1,0.0,-2.7,3.4,3.4,0.2,2.4,3.6,0.0
Cc1ccc(OCC(=O)Nc2cc(S(=O)(=O)N3CCOCC3)ccc2Cl)c([N+](=O)[O-])n1,0.9,2.3,0.0,-1.0,0.0,2.2,-26.6,-0.1
C[C@@H]1CCCCO[C@H](CN(C)C)[C@H](C)CN([C@H](C)CO)C(=O)c2cc(NC(=O)Nc3ccc(C(F)(F)F)cc3)ccc2O1,8.0,27.3,-4.8,3.8,0.0,1.0,36.8,0.0
O=C1CCCc2[nH]c(-c3ccccc3)nc21,.,-2.8,.,2.1,.,-5.8,-13.1,0.2
CO[C@@H](CN(C)S(=O)(=O)c1ccc(F)cc1)[C@H](C)CN(Cc1ccccc1Cl)[C@H](C)CO,0.1,-4.7,5.5,-0.2,-0.2,-3.8,-7.3,0.3
Cc1ccnc(NS(=O)(=O)c2ccc(N3C(=O)Nc4ccccc4N3O)cc2)c1,-5.1,-2.9,6.1,2.3,1.1,0.6,-2.7,0.0
O=C(C[C@@H]1CC[C@H]2[C@@H](COC[C@@H](O)CN2CCC(F)(F)F)O1)NCc1ccc(Oc2ccccc2)cc1,13.0,.,5.8,.,0.0,.,.,0.3

Rewritten with values under each structure: entries from further up.
Below each SMILES: RAD54 branch	S100A4 MyoIIA	esBAF inh	ERAP1 HTS inh	E-selectin induc	ERp5 inh	RAD52 anneal inh	Xi reactivation
> COc1ccc(C(=O)Nc2ccc(Br)cn2)cc1S(=O)(=O)N1CCOCC1
→ 4.0	-9.6	6.4	2.8	.	20.5	-9.2	0.1
> CN(C)c1ccc(NC(=O)C(=O)NCCOc2ccccc2)cc1
→ .	-1.0	.	1.9	4.1	3.8	-8.5	0.1
> Cc1ccccc1-c1cnc2c(c1)C(=O)N([C@H](C)CO)C[C@H](C)[C@H](CN(C)C(=O)c1ccc(F)cc1)O2
→ -3.8	0.8	-3.0	0.1	0.4	7.8	2.1	-1.1
> Cc1ccccc1NC(=S)NCC1CCN(C(C)c2ccccc2)C1 (configuration not stated)
→ .	-10.1	5.1	.	4.4	4.7	-12.2	0.0
> O=C(NNC(=O)C1CCN(S(=O)(=O)c2ccc(Cl)cc2)CC1)c1ccncc1
→ .	0.3	.	-0.3	.	-1.2	-4.1	0.0
> CCn1c(COc2ccc(Cl)cc2)nnc1SC1CCc2ccccc2C1=O (configuration not stated)
→ 6.1	3.0	.	3.8	6.8	7.0	-17.5	1.1
> CC(C)CCn1c(CN2CC(C)OC(C)C2)nc2c1c(=O)n(C)c(=O)n2C (configuration not stated)
→ -6.7	-9.8	-5.4	0.1	.	0.0	-0.9	-0.2
> Nc1ccccc1C(=O)NC12CC3CC(CC(C3)C1)C2
→ 5.5	-2.4	9.8	-0.3	0.1	-1.6	-4.8	0.3
> O=C(NC1CC(=O)N(c2cccc(F)c2)C1)C(=O)c1c[nH]c2ccccc12 (configuration not stated)
→ 10.3	1.0	.	0.6	.	1.9	-7.9	0.3
> O=C(NC1CCN(Cc2ccccc2)CC1)c1ccc2c(c1)OCCCO2
→ .	-9.4	.	12.0	6.8	-4.7	-8.6	0.2

Compound activity from PubChem BioAssay.
